# Assay outcomes deposited in PubChem by several laboratories.
# IDE inh: human IDE inhibitors in live cells, primary screen, fluorescence polarization, HEK cells, FAbetaB substrate; FAbetaB cleavage; inhibition, % at 5.59 µM; hit rate 0.41% among 320,000; Insulin-degrading enzyme (Homo sapiens), P14735;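 active = percent inhibition above the average of all tested compounds plus 3 SD, set per screening campaign, cut at about 16% in these data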;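 note: IDE supplied by intact live HEK cells; FP after avidin binding of uncleaved biotin substrate so inhibition keeps polarization high; 0% = DMSO wells and 100% = 60 µM reference IDE inhibitor Ii1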
# GalR3 antagonist: GalR3 antagonists in HEK293 cells, primary screen, cell-based, fluorescence readout; HEK293 GalR3-CNG cAMP membrane potential fluorescence; galR3 body fused to GalR1 C-terminus; inhibition, % at 3 µM; hit rate 0.44% among 360,000; AID 651719, 2012; Galanin receptor type 3 (Homo sapiens), O60755;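 active = inhibition above the screen-wide average plus 3 SD, cut at about 13% in these data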;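 note: forskolin and galanin both at EC90 stimulate the cells; cAMP rise reported by CNG channel membrane potential dye signal; 0% = forskolin plus galanin with DMSO and 100% = forskolin alone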
# Target sequence (O60755 1-299 limits assumed): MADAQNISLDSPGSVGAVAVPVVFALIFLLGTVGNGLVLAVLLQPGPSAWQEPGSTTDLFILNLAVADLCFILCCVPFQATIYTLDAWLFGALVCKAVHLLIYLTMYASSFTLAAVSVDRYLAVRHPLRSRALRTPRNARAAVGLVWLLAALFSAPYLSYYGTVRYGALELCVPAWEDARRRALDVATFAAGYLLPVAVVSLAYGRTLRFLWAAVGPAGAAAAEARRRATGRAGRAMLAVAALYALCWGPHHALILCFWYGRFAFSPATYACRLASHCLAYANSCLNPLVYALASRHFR
# SUMO HTRF inh: inhibitors of in vitro SUMOylation cascade, primary screen, biochemical, HTRF, uHTS. SUMO-conjugating enzyme UBC9 (Homo sapiens), P63279. HTRF SUMOylation assay, SAE1/SAE2 + UBC9. inhibition, % at 35 µM. hit rate 0.36% among 290,000; in the data active = inhibition above about 50%, passing the limit was not always enough; note: strong numbers were not always called active
# Target sequence (P63279 whole entry, looked up): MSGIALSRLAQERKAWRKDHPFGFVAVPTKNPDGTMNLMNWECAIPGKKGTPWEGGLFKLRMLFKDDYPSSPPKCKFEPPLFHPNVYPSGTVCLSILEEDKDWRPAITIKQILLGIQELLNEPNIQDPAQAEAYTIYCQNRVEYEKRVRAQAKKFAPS
# VIM-2 inhibitor: VIM-2 metallo-beta-lactamase inhibitors, primary screen, biochemical, epi-absorbance readout, Pseudomonas aeruginosa enzyme; purified VIM-2, nitrocefin hydrolysis, epi-absorbance fluorescence; inhibition, % at 5.6 µM; hit rate 0.89% among 290,000;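 active = inhibition above the mean of all tested compounds plus 3 SD, cutoff set per screening run, cut at about 7.5% in these data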;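 note: red hydrolysis product quenches plate fluorescence so inhibitors raise well fluorescence; 0% = enzyme with DMSO and 100% = DMSO without enzyme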
# pCIP destab: p/CIP-EGFP fusion destabilizers, primary screen, fluorescence, F442A cells; AID 1984, 2009; hit rate 0.01% among 290,000; Q05BA5; decrease of EGFP signal, % at 10 µM; 16 h;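 active = EGFP signal decrease of at least 30% at 10 µM or well 3 SD below plate mean, unless failing retest; inactive = the rest, including hits failing retest or dose response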; note: some compounds called inactive have numbers as strong as hits; many of its hits are not listed in these tables
# IDE act: human IDE activators in live cells, primary screen, fluorescence polarization, HEK cells, FAbeta-B substrate; Insulin-degrading enzyme (Homo sapiens), P14735; FAbeta-B cleavage; 0% vehicle, 100% cell-free pure enzyme wells; activation, % at 5.96 µM; hit rate 0.073% among 340,000; AID 493087, 2011;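 active = activation above the mean of all tested compounds plus 3 SD, set per screening campaign, cut at about 17% in these data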
# CRFR2-BP antag: antagonists of CRF-BP/CRF-R2 complex, primary screen, cell-based, HEK293, calcium dye fluorescence, uHTS; hit rate 0.59% among 350,000; CRF-induced calcium fluorescence; AID 588475, 2011; inhibition, % at 11.8 µM;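 active = inhibition of the ligand-induced calcium signal above about 50% at the single tested concentration, limit read from the data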
# IMP-1 inhibitor: IMP-1 metallo-beta-lactamase inhibitors, primary screen, biochemical, epi-absorbance readout, Pseudomonas aeruginosa enzyme; purified IMP-1, nitrocefin hydrolysis, epi-absorbance fluorescence; inhibition, % at 5.6 µM; hit rate 0.45% among 290,000;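 active = inhibition above the mean plus 3 SD of all compounds in the same screening run, cut at about 4.5% in these data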;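 note: 0% = IMP-1 with DMSO and 100% = DMSO wells lacking enzyme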
#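 Assay system: purified recombinant IMP-1 beta-lactamase. Input: IMP-1 0.2 nM before substrate addition. Buffer or medium: Zinc- and detergent-supplemented HEPES buffer, pH 7.1. Schedule: 25 °C, 15 min preincubation, 25 min reaction. Signal: Epi-absorbance fluorescence, 480 nm excitation, 530 nm emission. Evaluation: percent inhibition from optical density relative to buffer-blank wells.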
# NS3 helicase inh: inhibitors of HCV NS3 helicase, primary screen, biochemical, Cy5 molecular beacon fluorescence; Hepatitis C virus NS3 helicase; NS3 helicase DNA unwinding; inhibition, % at 10.9 µM; hit rate 0.56% among 290,000;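 active = inhibition above the mean of all tested compounds plus 3 SD, set per campaign, cut at about 35% in these data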;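 note: 0% = DMSO wells and 100% = thioflavine S control wells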
#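 Control set: DMSO versus 110 µM thioflavine S; Material: NS3 helicase fragment of HCV; Measured by: Cy5 fluorescence at 0 and 60 min, beacon hairpin quenching; Read-out basis: percent inhibition from t60/t0 fluorescence ratio; Times: reaction time 60 min, 25 °C; Repeats: single replicate; Compound dosing: single dose, 10.9 µM nominal final, DMSO 0.8% final.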
# * = called active by the depositor; x = not tested or not shown.
# Below each SMILES – IDE inh	GalR3 antagonist	SUMO HTRF inh	VIM-2 inhibitor	pCIP destab	IDE act	CRFR2-BP antag	IMP-1 inhibitor	NS3 helicase inh
Cc1cc(C)c2cc(C)c(SCC(=O)NCc3ccco3)nc2c1
  6	-3	11	-5.0	-22	3	2	-2.5	4
C=CCn1nnnc1SCC(=O)Nc1cccc(OC)c1
  0	-7	-9	1.0	5	5	4	-1.3	6
COc1ccccc1OCCNC(=O)Nc1ccc(Br)cc1
  6	-1	2	-0.6	-3	-3	18	-2.3	-7
COc1ccc(S(=O)(=O)N2CCC(C(=O)OCC(=O)c3ccccc3)CC2)cc1[N+](=O)[O-]
  -5	7	-5	-3.7	-10	5	-14	-1.3	6
COc1ccc(NC(=O)CN2CCN(c3ccccn3)CC2)cc1Cl
  -1	-12	-15	0.6	9	3	3	-0.9	-15
CC1(C(=O)N/N=C/c2ccc3c(c2)OCO3)CC1(Br)Br (stereo not drawn)
  0	-2	10	-1.6	0	4	13	-1.6	-1
O=C(Cn1nc(C(=O)O)c2ccccc2c1=O)Nc1ccc(F)cc1
  3	-5	-8	0.1	-2	1	-1	-2.5	3
N=c1ccn(CC(=O)c2ccc(-c3ccccc3)cc2)cc1
  43*	-4	16	-2.8	-14	-27	5	-0.7	-52
CCN(CC(=O)Nc1ccc(NC(C)=O)cc1)C(=O)CSC(=S)N1CCCC1
  0	-1	x	x	x	8	8	x	x
Cc1ccc(NC(=O)Cc2nnc(SCC(=O)Nc3nncs3)n2C)c(C)c1
  -1	-8	5	-1.6	3	5	1	-3.1	3
O=C(CN1C(=O)CSc2ccc(S(=O)(=O)N3CCCCC3)cc21)NCc1ccccc1Cl
  5	-6	x	-3.8	-8	0	-12	-3.4	2
CCOC(=O)CNc1nnc(SCC(=O)OCC)[nH]c1=O
  2	-1	17	-4.0	-2	-5	21	-0.8	7
CC(C(=O)NCC1CCCCC1)N1CCN(S(=O)(=O)c2ccccc2F)CC1 (stereo not drawn)
  2	4	5	-0.6	-21	-3	-15	-2.2	-1
COCCCNC(=O)c1ccc(CS(=O)(=O)c2cccc(C(F)(F)F)c2)o1
  -3	-7	11	0.7	-5	0	6	1.3	8
OCCn1ccc(-c2ccccc2OCc2ccc(F)cc2)n1
  0	-4	-1	-1.5	2	2	-1	-3.5	1
Cc1sc2ncnc(SCC(=O)c3ccc(Cl)s3)c2c1C
  1	x	9	-4.3	-11	x	x	-1.4	0
O=C(NCC1CCCO1)/C(=C\c1cccc([N+](=O)[O-])c1)NC(=O)c1ccccc1 (stereo not drawn)
  5	1	-6	-2.7	4	1	6	-2.3	-7
COc1ccc(C2=Nn3c(nnc3-c3ccccc3OC)SC2)cc1OCC1CC1
  3	3	x	x	x	2	1	x	x
CN(CC(=O)N1CCc2[nH]c3ccc(F)cc3c2C1)CC1OCCO1
  7	-3	4	-1.4	0	x	-6	-0.3	-5
COc1cc(/C=C2\S/C(=N/S(=O)(=O)Cc3ccccc3)NC2=O)c([N+](=O)[O-])cc1OC
  0	-7	16	-0.9	-4	4	1	-1.2	24
Cc1ccc(C2(C(F)(F)F)NC(=O)N3CCN=C3S2)cc1 (stereo not drawn)
  2	-6	-21	-1.1	-2	1	28	-2.6	3
CCCCCCC(=O)Nc1c(O)c2ccccc2[nH]c1=O
  5	-6	11	-1.2	-4	-6	-15	-0.6	-8
COc1ccc(NC(=O)NNS(=O)(=O)c2ccc(Br)cc2)cc1
  x	-1	-6	-3.6	-4	7	-7	-4.2	-3
CCOc1ccc2[nH]c3c(N4CCN(c5ccccn5)CC4)ncnc3c2c1
  25*	-4	-8	0.1	0	-30	-13	-2.5	-13
COc1ccc(C)cc1S(=O)(=O)Nc1ccccc1
  -3	x	19	-3.3	-2	6	-14	-3.3	4
Cc1onc(-c2c(Cl)cccc2Cl)c1C(=O)N1CCCc2ccccc21
  0	-1	-9	-3.8	-8	-2	6	-2.2	-11
CN(c1ccc(OCC(=O)OCC(=O)NCc2ccco2)cc1)S(=O)(=O)c1ccc2ccccc2c1
  3	-4	5	-1.1	0	1	1	-2.3	-1
N#C/C(=N\Nc1ccc(S(=O)(=O)N2CCc3ccccc32)cc1)C(N)=S
  9	-5	34	-4.7	-6	3	40	-3.3	-18
CCCS(=O)(=O)N1CCCC(C(=O)NCC2CCCO2)C1 (stereo not drawn)
  0	4	2	-4.3	-5	0	6	4.9*	22
CCc1cc(C(=O)NCCN(C)C)cs1
  2	2	17	1.0	1	6	7	-2.3	3
COc1ccc(-c2cc(C(=O)Nc3ccc(OC)c(OC)c3)no2)cc1
  1	-10	10	-0.9	-4	1	7	-1.6	0
CCOC(=O)c1ccc(NC(=O)CSc2nnc(CNc3ccc(OC)cc3)n2C)cc1
  -1	2	14	-2.2	-16	0	-3	-3.1	-12
CCNC(=O)C(=O)NCC(c1cccs1)S(=O)(=O)c1ccc(C)cc1 (stereo not drawn)
  3	-9	4	2.4	0	3	-31	-0.2	9
OCCSc1nc(-c2ccccc2)nc2ccc(F)cc12
  3	-6	16	-2.4	-3	-2	-32	-2.4	5
O=C(CSc1nnc2ccc(-c3ccc(F)cc3)nn12)NCC1CCCO1 (stereo not drawn)
  -7	-4	x	x	x	4	8	x	x
C=CCn1c(-c2ccc(Cl)cc2)cnc1SC(C)C(=O)NC(N)=O (stereo not drawn)
  7	-3	2	-4.5	-6	-5	1	-3.6	1
COc1ccc(CC(=O)N2CCN(S(=O)(=O)c3cccs3)CC2)cc1OC
  -2	0	-6	-1.2	4	6	10	-2.6	3
Cn1c(-c2ccc(F)cc2)cc2onc(-c3c(F)cccc3Cl)c2c1=O
  5	-1	x	x	x	1	3	x	x
CCC(C)(C)C1CCC2(CC1)NC(=O)N(CC(=O)Nc1nc(-c3ccc(C)cc3)cs1)C2=O (stereo not drawn)
  -4	-1	25	-1.1	-4	-1	-26	-7.3	2
O=S(=O)(c1cnc[nH]1)N1CCN(c2ccc(Cl)cc2)CC1
  1	x	-3	-1.8	12	1	-26	-4.0	2
COC(=O)CSc1nnc(-c2ccco2)o1
  -4	-6	38	1.3	-6	2	1	0.1	4
CC(C)OCC(O)CS(=O)Cc1ccccc1 (stereo not drawn)
  0	-2	3	-0.8	-5	-1	-13	-2.2	1
O=C(Cc1ccccc1)N1CCN(C(=O)c2ccco2)CC1
  -1	0	8	-1.0	-4	2	-1	-5.2	0
Cc1cnc(C(=O)Nc2cccc(S(=O)(=O)N(C)C)c2)cn1
  3	2	2	-2.5	0	2	12	-2.0	2
COCCCN(C(=O)CSCc1c(C)noc1C)c1c(N)n(Cc2ccccc2)c(=O)[nH]c1=O
  8	-2	x	x	x	-1	-4	x	x
COc1ccc(NC(=O)CSc2nc(NS(=O)(=O)c3ccc(C)cc3)cc(=O)[nH]2)cc1
  3	-2	29	-3.1	-4	5	5	0.6	-1
O=C(Nc1cccc(F)c1)c1cccnc1N1CCOCC1
  2	-3	15	-2.6	-5	-4	-3	-1.1	2
O=C(O)c1ccccc1-c1ccccc1C(=O)Nc1ccccc1Br
  -4	-1	11	-0.5	-2	4	0	-1.8	1
COc1cc(NC(=O)c2cccs2)cc(OC)c1
  8	-3	3	0.8	-11	5	11	-1.0	-4
Cn1cccc1C(=O)c1cccc([N+](=O)[O-])c1
  5	0	7	-3.6	2	5	37	-1.7	-1
Cc1ccc(NC(=O)CN2C(=O)c3ccccc3C2=O)cc1
  -6	5	-4	-0.2	3	5	-6	2.0	8
Cc1cc2oc(=O)cc(Cn3ccnc3)c2cc1O
  x	x	15	0.9	-13	0	1	-0.5	-4
O=C(OCCCOC(=O)c1ccc(O)cc1)c1ccc(O)cc1
  x	0	-3	-1.7	2	-5	-3	-1.9	-9
COc1cc(NC(=O)c2ccco2)c(OC)cc1NC(=O)Nc1ccc(Cl)cc1
  3	1	18	-3.5	7	-5	-6	-3.2	-2
O=C(CSc1n[nH]c(-c2cccnc2)n1)OC1CCCCC1
  -4	-4	-2	-3.6	-16	8	-3	-2.4	6
COc1cc(NC(=O)c2ccc3c(c2)OCO3)ccc1NC(=O)c1ccco1
  5	-2	16	-1.7	6	-1	14	-2.0	-10
CC(=O)Nc1ccc(OS(=O)(=O)c2ccc(C(C)(C)C)cc2)cc1
  -1	x	-16	-1.8	-2	x	x	-1.7	5
Cc1ccc(C(=O)NCCCC(=O)O)o1
  0	2	5	-1.8	0	5	-16	-2.4	-3
Cc1onc(-c2ccccc2Cl)c1C(=O)NCCN1Cc2ccccc2C1=O
  1	5	-17	-4.5	1	1	6	-4.0	5
Cc1cc(C)n2cc(CSc3nc4ccccc4[nH]3)nc2n1
  11	-9	-1	1.5	-5	2	-9	0.4	19

# (further entries)
# Below each SMILES – IDE inh	GalR3 antagonist	SUMO HTRF inh	VIM-2 inhibitor	pCIP destab	IDE act	CRFR2-BP antag	IMP-1 inhibitor	NS3 helicase inh
COc1ccc(C2CC(c3ccc(Br)cc3)=NN2C(=S)Nc2ccccc2)cc1 (stereo not drawn)
  3	3	-10	-3.5	-4	0	-12	-3.4	4
O=C(CNC(=O)c1cccs1)OCC(=O)c1ccc2ccccc2c1
  -6	-6	14	-5.0	-8	2	-23	-2.2	4
COC(=O)c1cccc(NC(=O)Nc2ccc(Cl)cc2)c1
  -3	-5	-7	0.7	-5	x	11	-1.2	-2
O=C(Cn1ccccc1=O)c1ccc(Cl)cc1
  -6	-7	15	-0.8	-4	-2	4	0.8	-6
CS(=O)(=O)NCCCCCCNS(C)(=O)=O
  6	-2	20	0.6	6	5	18	0.5	-2
ClC1(Cl)CC1CSc1nnc(-c2ccncc2)o1 (stereo not drawn)
  6	-4	0	-0.9	5	-4	5	-4.0	6
COCCN(C(=S)Nc1ccc(OC)cc1)C1CCN(C(C)=O)CC1
  4	-3	12	-4.2	-7	3	9	-3.1	-4
O=C(OCC1OC2OC3(CCCCC3)OC2C2OC3(CCCCC3)OC12)c1ccccc1 (stereo not drawn)
  -1	-6	11	-0.8	-2	1	-79	-2.5	8
C/C(CC(=O)Nc1cc(Cl)ccc1C)=N\NC(=O)C(=O)N1CCCC1
  -1	-7	0	-4.9	-8	-5	-6	-4.5	16
COc1ccc(S(=O)(=O)N2CCCCCC2)cc1C(=O)Nc1ccc(C)cn1
  1	-1	x	x	x	5	10	x	x
